Myeloid diff 2: compounds promoting myeloid differentiation; ER-HoxA9 myeloid progenitors, lysozyme-GFP differentiation, flow cytometry; AID 624256; 360,000 compounds, 1% hits; calls only at 10 µM;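 active = normalized GFP-positive differentiation at or above the plate's own cutoff, the solvent-only control mean plus 3 SD; inconclusive = no clear call, values can overlap the other calls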;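 also: cells exposed to compound for four days before flow analysis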
West Nile virus CPE: inhibition of WNV-induced cytopathic effect – cell-based, CPE readout (AID 1621); West Nile virus-infected cells, CPE inhibition; higher % means a stronger effect; one-dose CPE inhibition, % at 10 µM; IC50 in µM for titrated hits; 290,000 compounds, 0.02% hits; in the data active = a potency from the dose series; inconclusive = CPE inhibition mostly from about 3.7% at the one dose, without a potency; inactive = the rest, 99 in 100 with CPE inhibition below about 2.2%; also: strong numbers were not always called active
PhoP inhibition: inhibitors of PhoP regulon expression, primary screen, Salmonella Typhimurium, GFP reporter (AID 1863); inhibition, % at 50 µM, or IC50 in µM where a hit was titrated; 300,000 compounds, 0.16% hits; S. Typhimurium PhoP-regulated promoter GFP reporter, 4 h; higher % means a stronger effect;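 active = inhibition over 29.93%, a cutoff 3 SD above the screen mean, later confirmed by dose response; inconclusive = inhibition over 29.93% but no dose response follow-up; inactive = inhibition at most 29.93% or unconfirmed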;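 also: 0% = low Mg2+ inducing control and 100% = high Mg2+ repressing control; strong numbers were not always called active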
Rac1 GTP hydrolysis: MgcRacGAP GTPase-activating activity inhibitors, confirmation, biochemical, ADP Hunter fluorescence; MgcRacGAP-stimulated Rac1 GTP hydrolysis, ADP Hunter fluorescence; higher % means a stronger effect; GST-tagged Rac1 F28L mutant substrate; one-dose inhibition, % at 30 µM; IC50 in µM for titrated hits; 340,000 compounds, 0.6% hits; AID 624330;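 active = first-screen hits whose inhibition reached a set limit at any dose in the follow-up dose series; inconclusive = inhibition above the set first-screen limit but never retested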;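 also: fluorescence reports GDP produced by GAP-driven GTP hydrolysis; strong numbers were not always called active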
T cell modulator: T cell immune modulation candidate | calls only at 7 µM | 2C CD8+ T cell-vesicle binding, flow cytometry; active compounds read low | AID 2052 | 330,000 compounds, 0.068% hits;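 active = response, share of CD8 T cells binding vesicles, and their 90th percentile fluorescence all below set limits, cut at about 80% in these data, passing the limit was not always enough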
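incubation = binding step 1.5 h, 37 °C, antibody labelling 20 min, ice | test system = 2C mouse CD8+ T cells | read-out basis = percent CD8+ FL2 mean versus row control | controls = Peptide-free naked vesicles (low) and QL9 vesicles with 0.7% DMSO vehicle (high) | detection = flow cytometry of vesicle-bound cells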
RSV antiviral HEp-2: RSV antiviral activity via CPE protection, HEp-2 cells, primary 10 µM value included (AID 2391). HEp-2 cells, RSV-induced CPE inhibition; higher % means a stronger effect. CPE inhibition, % at 10 µM, or IC50 in µM where a hit was titrated. 310,000 compounds, 0.13% hits; in the data active = a potency from the dose series; inconclusive = CPE inhibition mostly from about 23% at the one dose, without a potency; inactive = the rest, 99 in 100 with CPE inhibition below about 21%; also: strong numbers were not always called active
WT yeast gro inh: growth inhibition of WT yeast, mitochondrial fusion screen; mitochondrial fusion phenotypic screen, WT strain; inhibition, % at 10 µM; 190,000 compounds, 2.1% hits; AID 1362; in the data active = inhibition above about 58%; tested in S. cerevisiae
Large T inhibition: SV40 large T antigen inhibitors, biochemical (AID 1903); SV40 large T antigen ATPase/helicase inhibition assay; higher % means a stronger effect; inhibition, % at 20 µM; hits with a dose series show IC50 in µM; 310,000 compounds, 0.39% hits; in the data active = a potency from the dose series; inconclusive = inhibition mostly from about 32% at the one dose, without a potency; inactive = the rest, 99 in 100 with inhibition below about 32%; also: strong numbers were not always called active
bCat nuc transl: modulators of beta-catenin nuclear translocation; HeLa beta-catenin nuclear translocation, immunofluorescence imaging; nuclear translocation activity, % at 5 µM; 190,000 compounds, 0.3% hits; AID 1665;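 active = nuclear translocation activity above 50% at 5 µM, with a well cell count of 50 or more; inconclusive = wells under 50 cells across six images, flagged as toxic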;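 also: per-cell ratio of nuclear to cytoplasmic median beta-catenin stain intensity; plate controls were DMSO negative control for no effect and GSK-3 inhibitor IX positive control for full effect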
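System: HeLa cells, endogenous beta-catenin; compound dosing: 5 µM primary single dose, 0.1% DMSO, 0.02–20 µM confirmation series; incubation: 24 h compound exposure at 37°C, 5% CO2; signal: beta-catenin immunofluorescence imaging with DAPI; evaluation: % activation, nuclear-to-cytoplasmic median beta-catenin signal ratio per cell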
WT yeast gro inh mutant strain: also measured in WT yeast gro inh; calls as there; inhibition, %; mitochondrial fusion phenotypic screen, mutant strain inhibition
bCat nuc transl cell count 5 µM: recorded beside bCat nuc transl, whose call it bears; cell count; measured here: cell count, cytotoxicity flag
T cell modulator vesicle-bound %: recorded beside T cell modulator, whose call it bears; double positive events, %; measured here: CD8+ vesicle-bound cell fraction;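 binding gate set so that unloaded-vesicle control wells show 10% double positive cells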
Myeloid diff 2 GFP+ MAC1+ %: second read-out of Myeloid diff 2, no call of its own (marks repeat the call); GFP+ MAC1+ double positive, %; measured here: differentiation confirmed by MAC1 staining
* hit, by the source's call; i = inactive; ? = inconclusive; . = no result given.

canonical_smiles	Myeloid diff 2 GFP+ MAC1+ %	Large T inhibition	bCat nuc transl	PhoP inhibition	WT yeast gro inh	T cell modulator vesicle-bound %	RSV antiviral HEp-2	Rac1 GTP hydrolysis	bCat nuc transl cell count 5 µM	T cell modulator	Myeloid diff 2	West Nile virus CPE	WT yeast gro inh mutant strain
Cc1ccsc1C(=O)N1CCC(N2CCC(C(=O)NCC3CCCO3)CC2)CC1 (centres undefined)	0.5	-1%	-0.8	-8%	-9	5	1.0%	4%	1083	i	i	1.5%	-2
CCOc1ccc(C(=O)NCc2ccncc2)cc1	0.0	7%	-3.5	11%	32	51	-0.4%	12%	1016	i	i	0.1%	20
CSCC(=O)N1CCCC(CO)(Cc2ccccc2C)C1 (centres undefined)	.	1%	1.1	0%	-1	53	3.9%	4%	1043	i	.	-0.8%	-2
O=C(CNC1=NCCC1)c1ccc(Cl)cc1	0.4	6%	-1.1	5%	20	30	2.4%	3%	1092	i	i	0.2%	15
CCOc1ccccc1NC(=O)NCCN1CCCCC1	0.9	19%	.	-2%	.	60	1.2%	3%	.	i	i	-0.8%	.
CN(C)c1ccc(/C=C/C(=O)c2c(O)c3ccccc3oc2=O)cc1	1.3	24%	-0.7	-21%	.	41	0.3%	9%	1291	i	i	0.1%	.
COc1cc(C(=O)N(Cc2ccccn2)CC2CCCO2)cc(OC)c1OC (centres undefined)	0.8	25%	-5.5	-9%	-2	33	0.3%	5%	1240	i	i	-0.3%	5
CCOC(=O)C1CCCN(C(=O)c2cncc(Br)c2)C1 (centres undefined)	0.5	-2%	-2.4	-13%	12	55	0.9%	6%	980	i	i	-0.1%	18
Cc1ccc(-n2c(SCC(=O)NCCN3C(=O)CSC3=O)nnc2-c2ccccc2)cc1	0.3	-1%	-0.5	7%	2	43	0.9%	-2%	995	i	i	0.3%	-4
CCOc1ccc2c(c1)c(=O)c(S(=O)(=O)c1ccc(CC)cc1)cn2C	1.3	12%	.	10%	.	4	1.1%	9%	.	i	i	-0.1%	.
O=C(NC1CCCC1)c1cnn2c(C(F)(F)F)cc(-c3ccco3)nc12	0.9	4%	-2.6	4%	12	25	1.9%	14%	1454	i	i	1.3%	-1
Cc1ccc(C(=O)N2CC(=O)Nc3ccc(F)cc3C2c2ccccc2)cc1 (centres undefined)	0.8	7%	.	-4%	.	64	0.6%	7%	.	i	i	-0.3%	.
CC1CCCC2(C1)NC(=S)N(c1ccccc1)N2 (centres undefined)	1.1	7%	7.4	-2%	30	16	1.4%	8%	1164	i	i	1.1%	29
COc1ccc(CNC(=O)C(OC(=O)c2ccco2)c2ccc(F)cc2)cc1 (centres undefined)	0.1	22%	.	-1%	.	57	0.4%	3%	.	i	i	-0.3%	.
CCOC(=O)c1ccc(S(=O)(=O)NNC(=O)COc2ccccc2C)cc1	1.2	12%	-5.7	-10%	6	29	0.9%	5%	558	i	i	0.1%	6
Cn1cnnc1SCC(=O)Nc1ccc2nc(SCc3ccccc3)sc2c1	1.0	1%	.	7%	16	27	?	16%	.	i	i	-0.3%	6
COCCCNC(=O)c1ccc(NC(C)=O)cc1	1.8	11%	0.8	4%	-7	4	1.0%	4%	986	i	i	0.3%	-11
Cc1ccc(S(=O)(=O)N2CC=C(C(=O)NC3CC3)CC2)cc1	0.8	14%	-1.0	-10%	.	18	-0.5%	3%	1340	i	i	0.0%	.
CCOc1[nH]n(-c2ccc(Cl)cc2)c(=O)c1C=Nc1ccc(C)cc1	.	3%	.	8%	3	.	.	.	.	.	.	1.0%	5
CN(C)c1nc(N)c([N+](=O)[O-])c(NCc2ccccc2)n1	0.3	7%	-0.4	-3%	-2	18	1.9%	7%	521	i	i	0.2%	-10
Oc1c(Cl)cc(Cl)cc1CNn1cnnc1	0.9	26%	-1.9	6%	-5	36	0.8%	5%	996	i	i	0.4%	-17
CCc1nnc(NC(=O)c2ccc(S(=O)(=O)N3CCOCC3)cc2)s1	2.0	5%	-1.0	5%	16	45	0.4%	1%	1065	i	i	0.1%	10
CCc1sc(C(=O)N2CCN(c3ncccn3)CC2)cc1Br	0.8	21%	.	2%	.	12	3.8%	6%	.	i	i	-0.3%	.
O=C(Nc1ccccn1)C12CC3CC(C1)CC(C(=O)Nc1ccccn1)(C3)C2	0.8	14%	1.0	-2%	-3	16	4.4%	12%	974	i	i	-1.3%	3
OCc1nc2ccccc2n1CCCOc1ccccc1	4.8	16%	0.0	6%	-3	4	2.1%	9%	1086	i	i	-0.1%	-5
Cc1cc(C)n2c3c(c(C#N)c2n1)CCCC3	0.5	19%	.	-5%	-5	0	10%	3%	.	i	i	0.3%	-5
CC(=O)NC1C(=O)N(CC(C)C)c2ccccc21 (centres undefined)	0.6	8%	.	-2%	1	26	2.8%	5%	.	i	i	-0.9%	6
Cc1[nH]nc2c1C(CCc1ccccc1)C(C#N)=C(N)O2 (centres undefined)	9.5	14%	-5.8	-2%	-21	49	-0.1%	2%	926	i	i	-0.2%	6
c1ccc(N=Nc2cn[nH]c2-c2ccco2)cc1	0.4	18%	1.0	-4%	4	.	.	5%	1085	.	i	0.7%	-6
CCOC(=O)C(Cc1ccc(OC)c([N+](=O)[O-])c1)NC(=O)CCC(=O)Nc1ccc(OC)cc1 (centres undefined)	0.8	1%	0.3	4%	-18	46	-1.9%	.	1499	i	i	-0.2%	-13
COc1ccc(NC(=O)C2CCCCN2N)cc1OCC(C)C (centres undefined)	7.1	11%	0.3	3%	1	32	2.3%	4%	1206	i	i	-0.6%	7
Cc1cccc(N=Nc2cnc(N)s2)c1	0.3	15%	-1.5	-2%	.	40	7.0%	20%	1137	i	i	0.0%	.
CC(=O)Oc1ccc(Cn2cnc3cc4ccccc4cc32)cc1	2.0	14%	3.9	3%	8	28	5.9%	-1%	482	i	i	0.3%	-7
CN(CC(=O)Nc1cccc(F)c1)C(=O)CC1CCCCC1	0.3	4%	.	-8%	.	37	0.0%	1%	.	i	i	.	.
COC(=O)c1cc(C(=O)Nc2nnc(C3CC3)s2)cc([N+](=O)[O-])c1	0.4	5%	2.9	14%	-17	44	5.7%	11%	432	i	i	-0.6%	-17
CCOc1ccccc1NC(=O)c1ccc([N+](=O)[O-])cc1	.	8%	-2.9	0%	-6	36	2.3%	.	980	i	.	-0.4%	-8
O=C1CSC(=S)N1c1ccc(O)cc1	1.2	36%	.	7%	.	38	0.4%	19%	.	i	i	-0.3%	.
CC1CCN(CCCCOc2ccccc2-c2ccccc2)CC1	0.0	9%	-3.8	-3%	43	24	-0.4%	18%	925	i	i	-2.2%	45
CCCC1CCc2[nH]nc(C(=O)NN)c2C1 (centres undefined)	1.4	10%	.	-8%	.	41	8.6%	5%	.	i	i	.	.
COc1ccc(/C=C/C(=O)NC(=S)Nc2ccc(S(N)(=O)=O)cc2)cc1	0.3	13%	-0.1	-11%	.	60	-0.9%	-3%	1326	i	i	-0.7%	.
COc1cccc(CC(=O)N2CCN(c3ccccc3[N+](=O)[O-])CC2)c1	0.7	-67%	3.8	0%	4	55	8.1%	3%	922	i	i	-1.4%	-53

5 entries drawn at random from the list so far:
canonical_smiles	Myeloid diff 2 GFP+ MAC1+ %	Large T inhibition	bCat nuc transl	PhoP inhibition	WT yeast gro inh	T cell modulator vesicle-bound %	RSV antiviral HEp-2	Rac1 GTP hydrolysis	bCat nuc transl cell count 5 µM	T cell modulator	Myeloid diff 2	West Nile virus CPE	WT yeast gro inh mutant strain
c1ccc(N=Nc2cn[nH]c2-c2ccco2)cc1	0.4	18%	1.0	-4%	4	.	.	5%	1085	.	i	0.7%	-6
COc1ccc(/C=C/C(=O)NC(=S)Nc2ccc(S(N)(=O)=O)cc2)cc1	0.3	13%	-0.1	-11%	.	60	-0.9%	-3%	1326	i	i	-0.7%	.
Cc1cc(C)n2c3c(c(C#N)c2n1)CCCC3	0.5	19%	.	-5%	-5	0	10%	3%	.	i	i	0.3%	-5
CCOC(=O)C(Cc1ccc(OC)c([N+](=O)[O-])c1)NC(=O)CCC(=O)Nc1ccc(OC)cc1 (centres undefined)	0.8	1%	0.3	4%	-18	46	-1.9%	.	1499	i	i	-0.2%	-13
CCOc1ccccc1NC(=O)c1ccc([N+](=O)[O-])cc1	.	8%	-2.9	0%	-6	36	2.3%	.	980	i	.	-0.4%	-8

Rows were taken by chance; about 3.6% have a hit in one of these screens.
